LMP1 NFkB inh = inhibitors of Epstein-Barr LMP1-induced NF-kappaB reporter | AID 504558 | inhibition, % at 12.5 µM | 350,000 compounds, 0.69% hits | LMP1-induced NF-kappaB luciferase reporter cells, luminescence; in the data active means inhibition above about 41%;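 further: 0% = neutral control wells and 100% = reference inhibitor control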
C8 TRAIL sens = sensitizes caspase-8 expressing cells to TRAIL; NB7+C8 cells + TRAIL, ATPlite viability luminescence; inhibition (viability loss, TRAIL sensitization), % at 10 µM; 360,000 compounds, 1% hits; AID 624354;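 active means compounds causing at least 50% loss of cell viability in the single-dose screen, relative to plate controls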
Peg3 promoter = reduces Peg3 promoter-driven luciferase expression in HeLa; HeLa PEG-Prom luciferase reporter, luminescence, overnight; inhibition, % at 20 µM; 360,000 compounds, 1.7% hits; AID 588405;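 active means inhibition of at least 50% at 20 µM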
NR2E3 ag-1 = agonists of human NR2E3 nuclear receptor; Q9Y5X4; CHO-S Gal4-NCOR/VP16-NR2E3 two-hybrid, luciferase; inhibition of corepressor binding, % at 3.98 µM; 360,000 compounds, 0.35% hits; AID 602229;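 active means inhibition above the mean of all tested compounds plus 3 SD, cut at about 70% in these data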;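 further: 0% = DMSO with NR2E3 transfected cells and 100% = cells lacking NR2E3 construct; higher means lower luciferase signal from less NR2E3 corepressor binding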
Target sequence (Q9Y5X4 whole entry, looked up, the tested form may be a part): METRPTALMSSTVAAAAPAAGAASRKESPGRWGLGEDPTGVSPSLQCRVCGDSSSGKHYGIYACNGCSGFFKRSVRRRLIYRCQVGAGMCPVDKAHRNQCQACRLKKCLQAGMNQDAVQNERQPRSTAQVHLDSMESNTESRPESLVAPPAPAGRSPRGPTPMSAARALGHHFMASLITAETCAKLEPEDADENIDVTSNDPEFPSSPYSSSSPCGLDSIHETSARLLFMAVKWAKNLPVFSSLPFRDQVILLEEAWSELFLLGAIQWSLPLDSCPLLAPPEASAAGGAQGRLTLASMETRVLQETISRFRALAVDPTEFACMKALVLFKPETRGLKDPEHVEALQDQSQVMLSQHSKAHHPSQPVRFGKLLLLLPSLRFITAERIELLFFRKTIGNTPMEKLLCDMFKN
NR2E3 ag-2 = activates human photoreceptor nuclear receptor NR2E3. Q9Y5X4. GST-NR2E3/biotin-RetCOR TR-FRET, 1536-well. inhibition of corepressor binding, % at 4.78 µM. 320,000 compounds, 0.12% hits. AID 2300;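 active means percent inhibition above the cutoff of mean plus 3 SD of all tested compounds, set per screening campaign, cut at about 20% in these data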;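 further: 0% = DMSO wells and 100% = biotin wells as full block of FRET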
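system = GST-tagged NR2E3 plus biotinylated RetCOR corepressor | input = 1.35 nM GST-NR2E3 | also added = 7 nM biotin-RetCOR | schedule = 5 h incubation at 4 °C | measured by = TR-FRET with europium anti-GST and streptavidin-D2, 340 nm excitation | read-out = percent loss of FRET ratio relative to control wells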
KKLEB tox = CF airway cell cytotoxicity counter-screen. KKLEB CF airway cells viability, ATPlite luminescence, overnight; active compounds read low; cells stimulated with P. aeruginosa culture filtrate. activity change (cytotoxicity), % at 5 µM. 360,000 compounds, 0.36% hits;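 active means corrected activity change at or below -50% at 5 µM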
Shn3 3UTR inh = Schnurri-3 reporter inhibition in Clone20 osteoblasts. Clone20 osteoblast Shn3 3'UTR firefly luciferase, 24 h. 360,000 compounds, 0.52% hits. AID 588674. inhibition, % at 12.5 µM;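 active means mean inhibition of at least 75% with every replicate also reaching 75%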;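 further: 0% = median of neutral control wells and 100% = pilot-screen positive control compound; some compounds past the cut are filed as inactive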
HIF-2a inh = HIF-2a inhibition | 786-0 RCC cells HIF-2a reporter, luciferase luminescence, overnight | inhibition, % at 18.8 µM | 360,000 compounds, 0.72% hits | AID 624352;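 active means inhibition of the luminescence signal of 40% or more relative to plate controls, in a single-dose primary screen at 18.75 µM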
MITF TRPM1 inh = inhibitors of MITF-driven TRPM1 promoter in melanoma cells; SK-MEL-5 TRPM1 promoter luciferase, 24 h; 330,000 compounds, 0.83% hits; inhibition, % at 12.5 µM;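 active means mean inhibition across replicates of 60% or more, whatever share of single replicates reaches that level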; further: values of inactives mirror those of a sister screen read the other way
CF NFkB inh = inhibitors of cystic fibrosis induced NF-kB. inhibition, % at 5 µM. KKLEB NF-kB-GFP reporter, PAF-induced, GFP fluorescence overnight. 360,000 compounds, 0.86% hits;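 active means at least 50% inhibition at 5 µM, scaled per plate between neutral and stimulator controls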;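 further: PAF is a Pseudomonas aeruginosa culture filtrate used as stimulus; plate controls were PAF-stimulated DMSO wells for no effect and unstimulated DMSO wells for full effect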
hiPSC survival = hiPSC single-cell survival enhancement; 360,000 compounds, 0.044% hits; AID 602274; survival enhancement, % at 20 µM; ATPlite luminescence; 100% = ROCK inhibitor wells, 0% = DMSO; in the data active means survival enhancement above about 18%;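 further: cells exposed to compounds for 16 hours before the ATP read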
* marks the source's active call; other numbers are inactive results; nt = not tested or not shown.

entry	SMILES	KKLEB tox	C8 TRAIL sens	CF NFkB inh	NR2E3 ag-2	LMP1 NFkB inh	MITF TRPM1 inh	Shn3 3UTR inh	NR2E3 ag-1	hiPSC survival	HIF-2a inh	Peg3 promoter
1	O=C(NC(=S)Nc1c(F)cc(F)cc1Br)c1ccc2c(c1)OCCO2	3	-7	19	-3	-2	-11	-14	-89	-0.6	-298	-170
2	Oc1ccc2ccccc2c1Br	-2	-21	-24	1	2	4	-13	8	5.0	17	4
3	COc1ccc(Cc2c(C3CCCCC3)nc3ccc(Cl)cn23)c(C)c1	-4	3	10	nt	nt	nt	7	-22	0.0	11	-7
4	CN1C(=O)C(Cl)(Cl)C(=O)c2ccccc21	-12	-1	53*	nt	-5	10	-7	0	-2.1	8	8
5	COC(=O)c1ccc2[nH]c(CO)c(-c3ccccc3)c2c1	8	-3	-12	2	8	-12	-21	-7	0.1	-56	-4
6	CCOC(=O)c1[nH]c2ccc(F)cc2c1NC(=O)C(C)N1CCc2cc(OC)c(OC)cc2C1 (stereo unspecified)	-14	-2	25	0	-13	11	13	-14	-2.3	15	47
7	CCCCc1nc(N2CCOCC2)c(C#N)c2c1CCCC2	1	-2	11	-1	-27	-14	-22	-16	-0.2	26	27
8	N#Cc1c(-c2ccccc2)nc2n(c1=O)CCS2	1	-3	-5	-1	2	-1	-24	14	-0.3	1	5
9	CC(C)C1=C2OC(N)=C(C#N)C(C#N)=C2C(C)CC1 (stereo unspecified)	-9	-12	9	5	5	-2	-2	-7	1.0	10	13
10	CCCn1nnc(NC(=O)c2cc3ccccc3o2)n1	3	-3	-2	2	-11	-67	-97	-36	-0.8	-246	-228
11	CCOc1ccc(N2C(=O)c3ccccc3C2O)cc1 (stereo unspecified)	18	9	-13	3	-30	nt	-27	-114	-3.5	-300	-235
12	Cc1ccc(S(=O)(=O)Cc2ccc(C(=O)N3CCCCCC3)o2)cc1	-7	-6	12	6	-22	-6	-22	-2	1.0	-6	8
13	CCOCCCNC(=O)c1ccc(N2CC3CC(C2)c2cccc(=O)n2C3)c(NC(=O)Nc2cccc(OC)c2)c1 (stereo unspecified)	3	-2	-18	-3	8	-5	-11	2	-0.5	8	17
14	O=C(CN1C(=O)CC(c2ccco2)Sc2ccccc21)Nc1ccc2c(c1)OCCO2 (stereo unspecified)	-6	-13	-2	0	-3	-1	-3	2	-0.5	-7	2
15	O=C(NCc1cccs1)c1ccc(Cl)s1	-1	-10	5	-2	0	-3	16	-23	-1.3	-75	-22
16	CC1=C(C(=O)NCCN2CCN(C)CC2)C2(CCC(C)CC2)OC1=O (stereo unspecified)	-2	4	-27	1	3	7	9	-10	2.7	19	-1
17	CCOC(=O)C1(Cc2cccc(Cl)c2)CCCN(C(=O)c2ccoc2C)C1 (stereo unspecified)	26	5	-45	nt	-5	-5	3	-3	-0.2	-31	-9
18	COc1cc(C(=O)Nc2cc(S(=O)(=O)N3CCOCC3)ccc2N2CCOCC2)ccc1OC(F)F	10	8	-4	nt	0	-6	-9	-5	0.0	9	13
19	CC(C)(C)Nc1nc(-c2ccccn2)nc2ccccc12	-4	4	1	2	46*	22	90*	99*	-0.3	3	42
20	O=C1COc2ccc(C(=O)COC(=O)c3cc(S(=O)(=O)N4CCOCC4)ccc3F)cc2N1	8	-6	-16	-2	0	-11	4	-8	-0.4	24	-2
21	O=C(c1ccc(Br)o1)N1CCCc2ccccc21	12	4	-6	-1	-1	-18	-7	-26	2.9	-23	-29
22	CCOC(=O)N1CCC(NC(=O)c2sc(-n3cccc3)nc2C)CC1	0	-1	8	2	11	7	11	-7	-1.1	22	12
23	Cc1ccc(NC(=O)CN(C)Cc2nc3c(Br)cc(Br)cc3c(=O)[nH]2)cc1	2	-4	-8	7	-2	11	6	-27	1.0	25	18
24	O=C(NCCCC1CCCC1)C1CCC(=O)N(Cc2cccc(F)c2)C1 (stereo unspecified)	11	-21	-30	0	-5	-9	6	2	-0.5	10	3
25	CC(C)CCC(=O)Nc1cc(S(=O)(=O)N2CCOCC2)ccc1N1CCCC1	18	-5	-16	nt	1	nt	-26	-45	-0.3	6	5
26	CC(C)CCNC(=O)CCn1nc(-c2ccc(Cl)cc2)ccc1=O	0	-37	3	0	5	13	-13	8	-0.7	15	13
27	CC(=O)c1ccc(OC2(C)CCN(Cc3ccccc3OC(F)F)C2)cc1 (stereo unspecified)	-12	5	-9	nt	nt	nt	-8	-16	1.5	5	-1
28	COc1cc(CNc2ccc3[nH]c(=O)[nH]c3c2)ccc1OCC(=O)NC(C)(C)C	-3	9	16	-6	1	-3	-28	1	-2.4	-82	-38
29	CCOc1cc(/C=N/N2CCOCC2)ccc1OCc1ccc(C(=O)OC)o1	7	-4	-19	3	1	1	-5	25	-0.1	16	0
30	N#C/C(C(=O)Nc1ccc(Cl)cc1)=C(/S)Nc1ccccc1	-6	-20	-9	1	0	15	-4	21	0.3	-83	-48
31	O=C(O)C1CCN(S(=O)(=O)c2ccc(N3CCC(O)CC3)c([N+](=O)[O-])c2)CC1	8	2	-9	2	27	-8	12	-1	0.4	12	1
32	CCOC(=O)c1sc(=S)n(CC)c1NC(=O)c1ccccc1	3	1	13	-1	nt	nt	-2	23	0.9	10	9
33	O=C(CCc1ccc(S(=O)(=O)NCc2ccccc2)cc1)NCc1ccc2c(c1)OCO2	-5	1	14	-2	-13	-2	6	-3	0.9	-1	18
34	CC(C)c1ccc(CN2CCC(C(=O)NCc3cccnc3)CC2)cc1	7	3	2	-1	-2	17	7	7	-3.3	7	15
35	COc1cccc(NC(=O)COC(=O)CCCc2c[nH]c3ccccc23)c1	7	-18	9	2	4	0	-16	2	-0.9	-12	0
36	CC(C)c1ccc(OCCCCN2CCCCC2)cc1	4	8	-7	1	3	12	-19	-15	-0.5	-8	-23
37	CCC1S/C(=C(\C#N)C(=O)NCc2ccco2)N(c2ccc(Br)cc2)C1=O (stereo unspecified)	6	5	-8	2	3	13	6	0	1.1	4	4
38	COCCn1c(Sc2nc(C)cs2)nc2c1c(=O)[nH]c(=O)n2C	8	-3	-12	nt	1	-11	0	3	2.3	10	3
39	Cc1cc(C(=O)COC(=O)c2ccc(O)cc2)c(C)n1CC(F)(F)F	0	3	1	3	-6	nt	-103	-81	-3.4	-188	-369
40	CC(C)CCNC(=O)C1CCC(=O)N1C(C)C (stereo unspecified)	8	-1	-8	1	-1	-2	-9	-36	0.3	-20	-8
41	COc1cc(NC(=O)C2CCN(S(=O)(=O)c3cccc4nonc34)CC2)cc(OC)c1	-28	-13	2	0	-6	6	11	-16	-1.3	3	8
42	Cc1cc(C)n2c(SCC(=O)NC3CCCCC3C)nnc2n1 (stereo unspecified)	13	-5	-3	2	0	6	-6	-6	-0.1	3	-4
43	Cc1cccc(C)c1NC(=O)CCCSc1nnnn1C	10	-18	-1	0	0	-10	13	-17	4.1	8	2
44	O=Cc1cn(CC(O)Cn2cc(C=O)c3ccccc32)c2ccccc12	-4	-10	-12	-2	-6	10	4	-26	-0.2	11	1
45	Cc1nnc(SCC(=O)Nc2sccc2C(N)=O)n1Cc1ccccc1	4	22	-4	1	8	12	9	1	1.8	-8	-2
46	COc1ccccc1NC(=O)C(CC(C)C)NC(=O)C1CCCCC1 (stereo unspecified)	4	3	19	3	2	-1	11	-14	1.5	9	3
47	NS(=O)(=O)c1ccc(CNC(=O)c2ccc(Cl)c(S(=O)(=O)NCc3ccccc3)c2)cc1	-3	-4	-5	3	4	3	14	9	-0.4	1	1
48	O=c1c2c([N+](=O)[O-])cc([N+](=O)[O-])cc2sn1Cc1ccccc1	0	-2	-3	1	1	14	26	-14	0.2	13	20
49	CC(=O)Nc1ccc(S(=O)(=O)Nc2cc(C)c(-n3nc4ccccc4n3)cc2O)cc1	-20	9	-18	4	0	9	10	-29	-0.6	-36	1
50	Cc1ccc(NC(=O)CC(=O)Nc2ccc(C)cc2C)c(C)c1	1	-11	-9	-1	3	5	1	-11	0.4	16	0
51	COc1ccc(C2(C)NC(=O)N(CC(=O)c3ccc4c(c3)OCO4)C2=O)cc1 (stereo unspecified)	-13	-2	-5	-1	-7	-11	-5	-19	-0.5	5	17
52	CCNC(=S)Nc1scc(-c2ccccc2)c1C(=O)OCC	0	-4	4	4	4	11	-15	-10	-0.5	11	-12
53	O=C(NCc1ccccc1Cl)c1ccc(-c2ccccc2)cc1	-19	-4	4	-6	-9	-26	-107	-80	-0.7	-123	-106
54	CCCCCc1nnc(NC(=O)OCCC)s1	-14	-13	11	2	-2	-21	-11	-23	0.4	-88	-46
55	CCOc1ccc(N(CC(=O)Nc2ccc(C)c(C)c2)S(=O)(=O)c2c(C)noc2C)cc1	-17	6	14	-1	-3	20	61	-33	-0.7	0	22
56	COc1cc(OC)cc(C(=O)N2CCC(n3c(C)nc4cc(F)ccc43)CC2)c1	6	7	11	2	-4	-5	23	-3	-0.2	8	15

Bioassay records from PubChem BioAssay.

A portion of the library. The share of hits here may be higher or lower than overall.
